Assay outcomes (PubChem)
Rpn11 inh: Rpn11 (PSMD14) deubiquitinase inhibitors, primary screen, biochemical, fluorescence polarization, uHTS. human 26S proteasome, Ub4-pepOG fluorescence polarization; 20S core pre-blocked with epoxomicin. calls only at 20 µM. 360,000 tested, 0.59% active. AID 588493, 2011;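 active means inhibition at 20 µM, scaled to each plate's controls, above about 33%, limit read from the data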
MsrA inhibitor: bovine MsrA enzyme inhibitors, primary screen, biochemical, absorbance, HTS; Methionine sulfoxide reductase A (Bos taurus); purified bovine MsrA, absorbance read-out; inhibition, % at 15.5 µM; 360,000 tested, 0.75% active; in the data active means inhibition above about 4.5%;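 further: 0% = vehicle wells with enzyme and 100% = reference inhibitor wells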
FAS TE block: FAS thioesterase domain inhibitors, primary screen, biochemical, fluorescence intensity, uHTS; Fatty acid synthase (Homo sapiens), P49327; recombinant FAS-TE, OMFH fluorogenic substrate, fluorescence endpoint; inhibition, % at 15 µM; 360,000 tested, 0.67% active; AID 602261, 2012;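 active means compounds whose normalised, plate-corrected inhibition of enzyme fluorescence in the single-dose primary screen is 50% or more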;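 further: 0% = DMSO with enzyme and 100% = substrate without enzyme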
MLLE-PAM2 inh: inhibitors of PABP1 MLLE–PAM2 peptide binding, primary screen, biochemical, fluorescence polarization, FITC-PAM2, GST-MLLE. Polyadenylate-binding protein 1 (Homo sapiens), P11940. inhibition, % at 20 µM. 360,000 tested, 0.36% active; in the data active means inhibition above about 35%, passing the limit was not always enough;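 further: plate controls were DMSO wells with GST-MLLE for no effect and wells lacking GST-MLLE protein for full effect; some results filed as inactive read as strong as hits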
Target sequence (P11940 whole entry, looked up): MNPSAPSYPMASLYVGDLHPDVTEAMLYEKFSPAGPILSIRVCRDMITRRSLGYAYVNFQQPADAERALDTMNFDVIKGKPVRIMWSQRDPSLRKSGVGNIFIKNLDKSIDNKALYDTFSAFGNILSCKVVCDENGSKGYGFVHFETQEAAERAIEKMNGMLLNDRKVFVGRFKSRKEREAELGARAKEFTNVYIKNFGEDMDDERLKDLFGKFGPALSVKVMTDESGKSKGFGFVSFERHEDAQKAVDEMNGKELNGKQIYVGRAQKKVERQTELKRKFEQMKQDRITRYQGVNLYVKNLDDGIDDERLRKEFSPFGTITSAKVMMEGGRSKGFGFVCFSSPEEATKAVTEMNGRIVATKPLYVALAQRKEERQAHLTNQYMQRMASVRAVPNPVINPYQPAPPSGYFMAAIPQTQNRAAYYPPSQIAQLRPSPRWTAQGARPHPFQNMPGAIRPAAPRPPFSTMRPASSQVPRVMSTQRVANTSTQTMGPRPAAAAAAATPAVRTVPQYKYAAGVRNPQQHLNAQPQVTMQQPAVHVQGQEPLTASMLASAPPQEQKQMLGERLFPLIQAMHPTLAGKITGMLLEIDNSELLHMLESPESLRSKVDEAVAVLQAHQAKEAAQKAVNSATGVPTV
CSN deneddyl inh: inhibitors of CSN-mediated cullin deneddylation, primary screen, biochemical, fluorescence polarization, uHTS | COP9 signalosome complex subunit 5 (Homo sapiens), Q92905 | Purified CSN, SCF-Nedd8-OG deneddylation | inhibition, % at 12.5 µM | 360,000 tested, 0.38% active | AID 651999, 2013;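 active means pattern-corrected inhibition above about 35%, with an unprinted fluorescence ratio check between 0.5 and 1.5, limit read from the data, passing the limit was not always enough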;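 further: 0% = enzyme with substrate and 100% = substrate without enzyme; some results filed as inactive read as strong as hits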
Target sequence (Q92905 whole entry, looked up, one chain of several): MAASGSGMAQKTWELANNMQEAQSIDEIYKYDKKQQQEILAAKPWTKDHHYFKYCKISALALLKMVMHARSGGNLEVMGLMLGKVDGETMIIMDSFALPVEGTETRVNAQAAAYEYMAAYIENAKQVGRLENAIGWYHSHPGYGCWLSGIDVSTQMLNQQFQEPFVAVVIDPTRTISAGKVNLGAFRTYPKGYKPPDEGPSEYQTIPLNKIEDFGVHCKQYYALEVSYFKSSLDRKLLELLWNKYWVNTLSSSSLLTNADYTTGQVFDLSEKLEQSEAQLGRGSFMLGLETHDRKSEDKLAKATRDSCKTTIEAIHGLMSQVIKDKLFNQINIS
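Assay system: HEK293T-derived human Csn5 enzyme; quantity: 0.24 nM enzyme; medium: Tris/NaCl/DTT buffer, pH 7.5; also added: substrate SCFSkp2-Nedd8OG, 10 nM; doses: 12.5 µM compound; schedule: 90 min reaction at room temperature; signal: FP; read-out: % inhibition of substrate cleavage by Csn5; benchmarks: substrate-only high control, full reaction low control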
Rin1-Abl PPI inh: inhibitors of Rin1-Abl protein binding, primary screen, biochemical, TR-FRET | Tyrosine-protein kinase ABL1 (Homo sapiens) + Ras and Rab interactor 1 (Homo sapiens), … | inhibition, % at 7.35 µM | 360,000 tested, 0.4% active | AID 588664, 2011; in the data active means inhibition above about 5%, passing the limit was not always enough
MT1-MMP act inh: blockers of MT1-MMP proenzyme processing, primary screen, HT1080 RFP-PRO-GFP cells, GFP/RFP fluorescence. AID 651647, 2012. GFP/RFP ratio fluorescence, overnight; percent of plate control window, DMSO zero. Matrix metalloproteinase-14 (Homo sapiens), P50281. GFP/RFP ratio change, % at 20 µM. 360,000 tested, 0.061% active;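 active means GFP/RFP ratio change of at least 30% with cell ATP level not reduced by more than half and red fluorescence within 50% of control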; further: strong numbers were not always called active
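Assay system: HT1080 RFP-PRO-GFP cells | Dosing: 20 µM single dose, 1% DMSO | Incubation: Cells overnight before dosing, compound overnight, 37 °C, 5% CO2 | Evaluation: GFP/RFP fluorescence ratio | Control set: DMSO-only wells and HT1080 RFP-L50D-GFP cell wells as references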
eLon inh: inhibitors of E. coli Lon protease, primary screen, biochemical, fluorescence polarization; P0A9M0; purified E. coli Lon protease; inhibition, % at 7.94 µM; 360,000 tested, 0.42% active; AID 602123, 2011; in the data active means inhibition above about 13%, passing the limit was not always enough;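 further: 0% = enzyme with probe and DMSO and 100% = no enzyme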
MsrA act: bovine MsrA enzyme activators, primary screen, biochemical, absorbance, HTS; Methionine sulfoxide reductase A (Bos taurus); purified bovine MsrA, absorbance read-out; 360,000 tested, 0.3% active; activation, % at 10.6 µM; in the data active means activation above about 7.5%;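 further: 0% = vehicle and 100% = reference activator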
* hit, by the source's call; i = inactive; . = no result given.

canonical_smiles | Rpn11 inh | MsrA inhibitor | FAS TE block | MLLE-PAM2 inh | CSN deneddyl inh | Rin1-Abl PPI inh | MT1-MMP act inh | eLon inh | MsrA act
COc1ccc(-n2nnnc2SCC(=O)NCCc2ccccc2)cc1OC | i | 1.4 | 3 | 4 | -3 | 2 | 1 | 3 | -4
CC(C)(C)c1ccc(NC(=O)CCNC(=O)c2ccco2)cc1 | i | 0.0 | 0 | 5 | 0 | -1 | -1 | 3 | -3
c1ccc(CCCNCC2COc3ccccc3O2)cc1 (stereo not given) | i | -0.5 | -2 | 7 | 3 | 0 | 3 | 3 | -2
O=C(COc1cccnc1[N+](=O)[O-])N1CCc2ccccc21 | i | 2.0 | -6 | 6 | 2 | -1 | 3 | 0 | -11
O=C(NCc1ccc(Cl)cc1)C(=O)NCC1OCCN1C(=O)c1cccs1 (stereo not given) | i | 0.3 | -6 | 20 | 6 | 0 | -9 | -2 | -4
CCCCCCCN1CCC(=O)N(CCO)CC1 | i | 0.0 | -5 | 13 | 0 | 3 | -1 | 2 | -1
O=C(CC[C@H]1O[C@@H](n2ccc(=O)[nH]c2=O)[C@H](O)[C@@H]1O)NCc1ccccc1 | i | 1.0 | -8 | 8 | 3 | 8 | 3 | -2 | -3
O=C1OC[C@@H]2CCCN2C(=O)[C@@H](CC(=O)N(CCO)Cc2ccccc2)C/C=C\C[C@@H]1Cc1ccc(F)cc1 | i | 0.6 | -4 | -3 | -1 | 3 | 0 | -6 | -3
Cc1ccccc1NC(=S)c1nc2ccccc2[nH]1 | i | 2.7 | 0 | 4 | -4 | -4 | 6 | -9 | -7
Cc1ccc(S(=O)(=O)N(C)Cc2nc(-c3ccccn3)no2)cc1 | i | -0.7 | -2 | 4 | -5 | -4 | 3 | -2 | -1
CCC(=O)Nc1ccc(C(=O)OCc2ccc(Cl)c(Cl)c2)cc1 | i | -0.3 | 23 | 4 | -11 | -2 | 5 | 5 | -3
COc1cc(NC(=O)NCC2CCN(Cc3ccc(C)cc3)CC2)cc(OC)c1OC | i | -0.6 | -7 | 5 | 4 | -3 | 1 | -2 | 0
COC(=O)c1ccc(CSc2nnc(NC(=O)C3CC(=O)N(c4ccc5c(c4)OCCO5)C3)s2)cc1 (stereo not given) | i | 0.2 | 22 | 2 | 6 | 2 | 4 | -15 | -3
CC1(C)SCC2C(=O)N3C(CSC3(C)C)C(=O)N21 (stereo not given) | i | 1.5 | -9 | 7 | 5 | 0 | 1 | -8 | -3
CN(C)c1ccc(C=NCCC2(O)CCOC(C)(C)C2)cc1 (stereo not given) | i | 3.5 | -1 | -16 | -2 | -4 | -1 | -5 | -4

An excerpt from above in order of length of the SMILES, ascending:
canonical_smiles | Rpn11 inh | MsrA inhibitor | FAS TE block | MLLE-PAM2 inh | CSN deneddyl inh | Rin1-Abl PPI inh | MT1-MMP act inh | eLon inh | MsrA act
CC1(C)SCC2C(=O)N3C(CSC3(C)C)C(=O)N21 (stereo not given) | i | 1.5 | -9 | 7 | 5 | 0 | 1 | -8 | -3
O=C(COc1cccnc1[N+](=O)[O-])N1CCc2ccccc21 | i | 2.0 | -6 | 6 | 2 | -1 | 3 | 0 | -11
CCC(=O)Nc1ccc(C(=O)OCc2ccc(Cl)c(Cl)c2)cc1 | i | -0.3 | 23 | 4 | -11 | -2 | 5 | 5 | -3
O=C(CC[C@H]1O[C@@H](n2ccc(=O)[nH]c2=O)[C@H](O)[C@@H]1O)NCc1ccccc1 | i | 1.0 | -8 | 8 | 3 | 8 | 3 | -2 | -3

Following part.
canonical_smiles | Rpn11 inh | MsrA inhibitor | FAS TE block | MLLE-PAM2 inh | CSN deneddyl inh | Rin1-Abl PPI inh | MT1-MMP act inh | eLon inh | MsrA act
NC(=S)N/N=C/c1c(O)c(Br)cc2oc3c(c12)CCCC3 | i | 0.2 | 4 | 30 | 1 | 6 | -12 | 2 | -2
Nc1nnc(-c2cccnc2)s1 | i | 0.0 | -11 | -3 | 5 | 0 | -2 | -1 | -1
COC(=O)c1ccc(CSc2nnc(-c3ccncc3)o2)o1 | i | -0.9 | -9 | -5 | 1 | 19* | 2 | 5 | -4
Cc1cccc(-c2cnc3cccnn23)c1 | i | -0.3 | -5 | 3 | 1 | 2 | -6 | -5 | -4
Cc1cccc(C)c1NC(=O)CSc1nnc(-c2ccco2)c(-c2ccco2)n1 | i | . | -5 | 30 | 59 | -1 | -19 | 87* | -4
O=C(COC(=O)Cc1ccccc1F)Nc1ccc2[nH]c(=O)[nH]c2c1 | i | 0.8 | -3 | 8 | 5 | 1 | 5 | 12 | -2
N#CCSc1nnc(-c2cccnc2)n1-c1ccccc1 | i | -0.5 | -5 | 0 | 3 | 4 | 2 | -4 | -2
N=c1cc(C2(O)CCCCC2)n2c(nc3ccccc32)s1 | i | 0.1 | -5 | 25 | -2 | 3 | -2 | 0 | -10
O=C(COC(=O)Cc1cn2ccsc2n1)Nc1nc2ccccc2s1 | i | -1.5 | 2 | -15 | -4 | 1 | -6 | 4 | -1
O=C1c2ccccc2C(=O)N1CCCc1c[nH]c2ccccc12 | i | 0.8 | 8 | -14 | -3 | -1 | 0 | 2 | -5
Cc1c(C(=O)NC2CCC(C)CC2)oc2ccccc12 (stereo not given) | i | 0.2 | 9 | -5 | -4 | 4 | -1 | 0 | -2
COc1ccc(-c2noc(CCC(=O)N3CCN(c4cccc(C(F)(F)F)c4)CC3)n2)cc1 | i | -0.1 | 14 | -4 | 5 | -3 | 4 | -4 | -1
COc1ccc(N2CCN(CC(=O)Nc3ccc(C)c(C)c3)CC2)cc1 | i | 0.5 | 4 | 3 | -3 | -2 | -4 | -4 | -6
COc1ccc(NCc2nnc(SCC(=O)Nc3ccc(OC)cc3)n2C)cc1 | i | -1.0 | -8 | -14 | 4 | -2 | 5 | -5 | -5
CCCCNC(=O)c1cccc2c(=O)c(C)c(-c3ccccc3)oc12 | i | -0.9 | 2 | 1 | 3 | -2 | -5 | -11 | -4

(continued)
Field names – A = Rpn11 inh; B = MsrA inhibitor; C = FAS TE block; D = MLLE-PAM2 inh; E = CSN deneddyl inh; F = Rin1-Abl PPI inh; G = MT1-MMP act inh; H = eLon inh; I = MsrA act
NC(=O)/C(=C/c1ccc2c(c1)OCO2)NC(=O)c1ccco1
  A: i; B: 2.6; C: -1; D: -3; E: -1; F: 1; G: -1; H: 1; I: -3
Cc1ccccc1C(=O)N1CCC(C(=O)Nc2cccc(F)c2)CC1
  A: i; B: -0.1; C: -5; D: 15; E: -2; F: 5; G: 3; H: -1; I: 0
O=C(NCCN1CCCCC1)Nc1ccccc1F
  A: i; B: 1.7; C: -6; D: 0; E: -4; F: 2; G: 1; H: 6; I: -1
COc1ccc(NS(=O)(=O)c2cccc(C(=O)NCc3ccco3)c2)cc1
  A: i; B: -0.5; C: 1; D: -1; E: 4; F: 2; G: 4; H: -8; I: -3
COc1ccc(-n2c(-c3ccc(F)cc3)cnc2SCC(=O)NCc2ccco2)cc1
  A: i; B: 0.6; C: 13; D: -16; E: 0; F: 3; G: -1; H: -6; I: -5
CC(C)(CNC(=O)C1CCCN1C(=O)c1cccs1)N1CCOCC1 (stereo not given)
  A: i; B: -0.8; C: -3; D: -14; E: 0; F: 0; G: -2; H: 6; I: -1
Cc1ccc(C(=O)OC(C)C(=O)Nc2ccc(S(N)(=O)=O)cc2)cc1S(=O)(=O)N1CCOCC1 (stereo not given)
  A: i; B: -0.5; C: -3; D: -10; E: -5; F: -2; G: -1; H: -17; I: -1
CCCCN(CC)CCNC(=O)c1ccc2c(Cl)c3c(nc2c1)CCC3
  A: i; B: 0.0; C: 3; D: -8; E: 2; F: 2; G: 2; H: -1; I: -2
O=C(CC(C(=O)N1CCc2ccccc21)n1ccnc1)NCc1ccccc1 (stereo not given)
  A: i; B: -0.9; C: -6; D: 10; E: 6; F: 6; G: 2; H: -5; I: -2
CCCC(=O)Nc1nc2c(OC)ccc(OC)c2s1
  A: i; B: -0.3; C: -6; D: 4; E: 2; F: 2; G: 4; H: -4; I: 0

Some values from the list:
Reading of CCCCN(CC)CCNC(=O)c1ccc2c(Cl)c3c(nc2c1)CCC3 under MsrA inhibitor: 0.0
Reading of CC(C)(CNC(=O)C1CCCN1C(=O)c1cccs1)N1CCOCC1 (stereo not given) under MsrA act: -1

Going on with the list:
Field names – A = Rpn11 inh; B = MsrA inhibitor; C = FAS TE block; D = MLLE-PAM2 inh; E = CSN deneddyl inh; F = Rin1-Abl PPI inh; G = MT1-MMP act inh; H = eLon inh; I = MsrA act
COc1ccc(N(C)C(=O)c2onc3c2CCCC3)cc1
  A: i; B: -0.8; C: -2; D: 13; E: 0; F: -1; G: -2; H: 7; I: -3
O=C(O)c1cc(N/N=C/c2c[nH]c3ccccc23)ccc1Cl
  A: i; B: 3.6; C: 0; D: -12; E: 1; F: 1; G: -3; H: 6; I: -4
COc1cccc(N2CCN(Cc3nc(N)nc(Nc4ccccc4OC)n3)CC2)c1
  A: i; B: -0.5; C: -2; D: 1; E: -2; F: 0; G: 1; H: 1; I: 0
O=C(N1CCN(c2ccccc2)CC1)C1(S(=O)(=O)c2ccc(Cl)cc2)CC1
  A: i; B: -0.2; C: 2; D: 3; E: 2; F: 4; G: 1; H: 4; I: -2
Cc1ccc(S(=O)(=O)NN2C(=O)c3ccccc3NC2C)cc1 (stereo not given)
  A: i; B: 0.6; C: -9; D: 5; E: -2; F: 0; G: 2; H: -10; I: -3
COc1cccc(CNC(=O)C2CCCN(S(=O)(=O)c3c(C)noc3/C=C/N(C)C)C2)c1 (stereo not given)
  A: i; B: 1.1; C: 4; D: 7; E: 6; F: 0; G: -6; H: -73; I: -2
Cc1c(S(=O)(=O)Nc2cc(Cl)ccc2Cl)c(=O)n(C)c(=O)n1C
  A: i; B: 0.1; C: -7; D: 4; E: -7; F: 2; G: -9; H: -2; I: 2
COCCCN1CCc2[nH]c(=S)[nH]c(=O)c2C1
  A: i; B: 1.2; C: -8; D: 30; E: 1; F: -1; G: -2; H: 3; I: -5
N#Cc1ccc(CC(C(=O)O)N2Cc3ccccc3C2=O)cc1 (stereo not given)
  A: i; B: -0.1; C: -6; D: 8; E: -2; F: 1; G: -8; H: -2; I: -7
